Bioassay records as filed in PubChem.
USP2a inh = blocks human ubiquitin-specific protease USP2a. O75604. USP2 core, Ub-CHOP2 coupled fluorogenic reporter, 485/531. Potency, µM (highest dose often 38.3 µM), for the others: at the highest dose activity change, negative = inhibition, usual class: inhibitors. hit rate 0.01% among 330,000;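 further: potency means the concentration at half of the fitted maximal effect; plate controls were DMSO wells for no effect and full inhibition by NEM control for full effect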
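Cell-free coupled assay: 10nM USP2 core preincubated 30min RT with compound in Tris-HCl pH 8.0/CaCl2/CHAPS buffer, then 25nM Ub-CHOP2 and 25nM reporter substrate; fluorescence (Ex 485/Em 531) read after 60min RT, normalized to NEM inhibition, concentration-response curves fitted.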
TCR activator = T cell receptor activation; primary human leukocytes, anti-CD3, IL-2 HTRF, 48 h; Potency, µM (doses to about 9.22 µM), for inactives: at the highest dose activation of IL-2 secretion, most hits filed as activators; 330,000 tested, under 10 active; AID 504894; further: % of control where 0% means no effect
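1) Mix primary human leukocytes, a-CD3 beads and compound. 2) Incubate 48 hr. 3) Add HTRF IL-2 reagents (a-IL-2-K, a-IL-2-d2).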
Eya2 phos inh = Eya2 (human) phosphatase inhibition; hit rate 0.006% among 330,000; Potency, µM (highest dose often 76.9 µM), without a hit: top-dose activity, negative = inhibition, usual class: inhibitors; AID 488837; recombinant Eya2, OMFP fluorescence dephosphorylation (OMFP is methylfluorescein phosphate); further: potency means the concentration at half of the fitted maximal effect; on the % scale 0 is the no-effect control and ±100 the full control effect
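Eya2 protein (added as 0.2 uM solution) was preincubated with compound for 10 min at ambient temperature in 50 mM HEPES pH 7.5, 50 mM NaCl, 5 uM MgCl2, 0.05% BSA, 1 mM DTT. OMFP (added at 50 uM) then reacted 10 min; fluorescence read at 485/525 nm.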
TRPV1 ag = human TRPV1 agonism | TRPV1-expressing cells, Fluo-8 calcium influx, agonist mode | hit rate 0.19% among 320,000 | activation, % at 8.33 µM | Q8NER1; in the data active means activation above about 80%; inconclusive means between about 30% and that limit; further: 0% is about no effect
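Fluo-8 calcium influx in TRPV1-expressing cells, kinetic read (ex 480/em 520 nm). Compound added and read 3 min for agonist activity, followed by capsaicin at EC20 final and 2 min further read for enhancement.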
TSHR antagonist = antagonists of human thyroid stimulating hormone receptor | P16473 | TSHR-expressing cells, TSH-stimulated cAMP HTRF, 2 h; hits give low values | activity change, negative = inhibition, % at 11.5 µM | hit rate 0.2% among 330,000 | AID 504810;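 active means activity change below a set negative limit, meaning inhibition stronger than a set level, cut at about -70% in these data; inconclusive means activity change between two set negative limits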; further: on the % scale 0 is the no-effect control and ±100 the full control effect
Target sequence (P16473 whole entry, looked up): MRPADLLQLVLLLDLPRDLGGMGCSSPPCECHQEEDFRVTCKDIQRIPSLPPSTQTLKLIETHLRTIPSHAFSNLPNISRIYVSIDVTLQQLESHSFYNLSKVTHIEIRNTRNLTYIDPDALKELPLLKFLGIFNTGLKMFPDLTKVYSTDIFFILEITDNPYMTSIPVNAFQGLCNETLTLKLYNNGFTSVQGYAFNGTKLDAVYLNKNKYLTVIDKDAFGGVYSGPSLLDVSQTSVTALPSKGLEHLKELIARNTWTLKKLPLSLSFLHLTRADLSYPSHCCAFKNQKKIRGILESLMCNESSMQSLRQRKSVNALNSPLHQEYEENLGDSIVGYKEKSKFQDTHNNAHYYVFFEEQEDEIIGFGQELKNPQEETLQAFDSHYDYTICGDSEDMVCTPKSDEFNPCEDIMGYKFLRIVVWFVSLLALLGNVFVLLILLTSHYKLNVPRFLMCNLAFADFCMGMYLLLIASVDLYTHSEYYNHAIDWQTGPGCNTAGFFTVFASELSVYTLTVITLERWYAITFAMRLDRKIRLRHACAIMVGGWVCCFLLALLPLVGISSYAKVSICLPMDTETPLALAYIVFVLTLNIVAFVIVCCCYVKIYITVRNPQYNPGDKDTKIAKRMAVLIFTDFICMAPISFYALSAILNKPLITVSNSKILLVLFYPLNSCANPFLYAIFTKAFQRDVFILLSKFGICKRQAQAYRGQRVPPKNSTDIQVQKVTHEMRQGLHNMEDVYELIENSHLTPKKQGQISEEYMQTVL
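Competitive HTRF cAMP read-out (cryptate anti-cAMP antibody, cAMP-d2; 30 min, room temperature) in freshly harvested TSHR cells. Compounds added before TSH at EC80 (4nM final), followed by 2 hours' incubation at 37 deg C.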
hERG WT inh = blocks the wildtype human KCNH2 potassium channel; Q12809; U2OS, BacMam KCNH2, thallium flux FluxOr; hits give low values; activity change, % at 1.84 µM; hit rate 0.37% among 340,000; AID 720551;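 active means maximum activity change below -70%; inconclusive means maximum activity change between -70% and -50%; inactive means maximum activity change above -50%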; further: on the % scale 0 is the no-effect control and ±100 the full control effect
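U2OS cells transduced with wild-type KCNH2 virus are loaded with FluxOr dye for 45 min, and thallium flux is measured in kinetic reads before and after stimulation buffer. Rate constants are normalized to DMSO controls.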
A-T KAP1 phos = candidate therapy for ataxia-telangiectasia. […] A-T fibroblasts, KAP-1 phosphorylation AlphaLISA; neocarzinostatin DNA damage 30 min before lysis. Potency, µM (top dose mostly 57.5 µM), without a hit: top-dose activation, actives largely listed as activators. hit rate 0.19% among 320,000; further: potency means the concentration at half of the fitted maximal effect; % of control where 0% means no effect; nearly all actives have a fitted effect of over 45% in size
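hTERT-immortalized A-T patient fibroblasts ([…]), 500 cells/well in OPTI-MEM, 1% FBS, got compounds for 60 min, then NCS for 30 min at 37C. Lysates were then assayed for phospho-KAP-1 by AlphaLISA (anti-pKAP1 donor, anti-KAP1 acceptor beads), 6 hr at 25C.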
ELG1 DNA repair = blocks ELG1-dependent DNA repair in HEK293T cells; Potency, µM (doses to about 46.1 µM), inactives show at the highest dose activity change, negative = inhibition, hits mostly inhibitors; HEK293T ELG1-luciferase reporter, luminescence, 16 h; DNA damage induced by 5-fluorouridine; hit rate 2.3% among 330,000; further: potency means the concentration at half of the fitted maximal effect; on the % scale 0 is the no-effect control and ±100 the full control effect; nearly all actives have a fitted effect of over 55% in size
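Cells (2,000 per well) received 5-fluorouridine plus test compound or DMSO and were incubated 16 hr at 37 °C, 5% CO2. Luciferase activity was read by luminescence 30 min after ONE-Glo addition; signal suppression marked inhibition of damage-induced ELG1 function.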
KCNH2 3.1 inh = inhibitors of human KCNH2 3.1 potassium channel isoform. AID 720553. U2OS KCNH2 3.1, thallium flux FluxOr; hits give low values. hit rate 0.95% among 340,000. activity change, % (tested at about 1.8 µM);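 active means maximum activity change below -70%; inconclusive means maximum activity change from -70% to -50%; inactive means maximum activity change above -50%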;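 further: thallium influx rate constant from kinetic fluorescence after stimulation buffer; on the % scale 0 is the no-effect control and ±100 the full control effect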
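Channel expression came from 3.1 mutant virus (1.77 x 10^8 /mL) applied to suspended U2OS cells for 4 h. Flux was tracked with FluxOr dye plus Red40 quencher, and kinetic rate constants normalized to controls.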
Mito fusion act = blocks mitochondrial division or promotes mitochondrial fusion; Potency, µM (doses to about 46.1 µM), for inactives: top-dose growth rescue (activation), hits mostly activators; S. cerevisiae fusion-defective mutant growth rescue, CellTiterGlo 48 h; AID 485298; hit rate 0.23% among 320,000;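 further: potency means the concentration at half of the fitted maximal effect; % of control where 0% means no effect; nearly all actives have a fitted effect of over 45% in size; temperature-sensitive fusion mutants such as fzo1-1 at 37 °C on non-fermentable ethanol glycerol medium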
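Luminescent cell viability in 1536-well qHTS format served as the measure of rescued growth in ts fusion-mutant S. cerevisiae cultured on non-fermentable YPEG for 48 hours at 37C.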
Numbers without * were called inactive; ? = inconclusive; / = not tested or not shown; [ ] = remark or other dose. Unless noted, the call rests on the fitted dose curve; in most records, active means well fitted curve in the direction sought with a large enough effect; inconclusive means small, poorly fitted or top-dose-only effect, or another doubt; inactive means no such curve, though single readings can be large; an effect the other way counts as inactive or inconclusive. A portion of the library; count on the stated rates, not on these rows.

SMILES	USP2a inh	TCR activator	Eya2 phos inh	TRPV1 ag	TSHR antagonist	hERG WT inh	A-T KAP1 phos	ELG1 DNA repair	KCNH2 3.1 inh	Mito fusion act
C/C(=N\NC(=O)CNC(=O)c1ccccc1F)c1ccco1	1%	-2%	6%	0	4	0	3%	17%	7	-3%
Cc1nn(-c2ccccc2)c(C)c1NC(=O)COC(=O)CCOc1ccccc1	-2%	0%	-5%	-3	2	3	7%	11%	1	3%
COc1ccc(-c2nnc(SCC(=O)N3CCCCC3)o2)c(OC)c1	3%	-2%	-15%	-2	3	-2	0%	?	1	-3%
O=C(c1cccs1)n1nc(-c2ccc(Cl)cc2)nc1NCc1ccco1	4%	-2%	4%	0	6	2	9%	?	-18	1%
COc1ccc(N2CCN(C(=O)c3ccc(CS(=O)(=O)c4ccc(OC)cc4)o3)CC2)cc1	0%	-8%	3%	-6	-12	0	7%	?	20	3%
COc1ccc(NC(=O)N(C)C[C@H]2Oc3c(NC(=O)Nc4c(C)noc4C)cccc3C(=O)N([C@H](C)CO)C[C@@H]2C)cc1	-1%	-1%	-9%	/	-6	10	8%	?	1	/
O=C(Nc1nccs1)c1cccc2ccccc12	0%	1%	-17%	6	-4	2	12%	14%	-2	1%
COc1cccc(C=Nc2cccc3c(=O)[nH][nH]c(=O)c23)c1O	-2%	-4%	-2%	0	-11	7	-9%	?	-4	0%
O=C(NCc1nc2ccccc2[nH]1)c1c(F)c(F)c(F)c(F)c1F	3%	1%	5%	8	6	-5	-2%	-1%	-6	-6%
O=C1CC(C(=O)N(c2ccc(F)cc2)C(C(=O)NC2CCCC2)c2ccccn2)CS1 (stereo not drawn)	0%	3%	3%	4	2	6	9%	1%	-5	-3%
COc1ccccc1S(=O)(=O)Cc1ccc(C(=O)NCc2ccc3c(c2)OCO3)o1	1%	3%	-8%	2	-7	-3	8%	?	-3	0%
O=c1ccc(C(F)(F)F)cn1Cc1cc(=O)n2cc(Br)ccc2n1	-1%	-1%	-16%	2	9	-4	10%	6%	-1	2%
CCOC(=O)c1ccc(NC(=O)CSc2nnnn2CCCO)cc1	0%	-3%	4%	2	0	0	-3%	0%	0	2%
Cc1cc(N)ccc1-c1cc2ccccc2oc1=O	-1%	/	7%	-2	-12	-14	-11%	?	1	3%
Cc1cccc(C(=O)n2cnnc2N)c1	2%	-2%	6%	-4	12	4	4%	-9%	/	-1%
Cc1ccc(C(=O)CCC(=O)NC2=NCCS2)cc1	4%	0%	?	3	2	-18	5%	20%	8	4%
CCOc1ccc(C(=O)Nc2cccc(C)n2)cc1	-1%	2%	15%	?	-7	0	-4%	?	0	-3%
Cc1ccc(N(Cc2cc3cc(C)ccc3[nH]c2=O)S(=O)(=O)c2ccccc2)cc1	2%	-3%[46.1 µM]	6%	10	6	-9	-2%	?	0	-7%
COc1ccc(C(=O)N[C@H](C(=O)OCC(=O)NC(=O)c2cccn2C)C(C)C)cc1	4%	5%[46.1 µM]	2%	4	8	-10	-8%	-28%	3	2%
O=S(=O)(/C=C/c1ccccc1)N1CCN(c2ccc(F)cc2)CC1	-6%	0%	3%	2	12	-5	-1%	-10%	-12	2%

The closing six entries of the section above lead into the next.
SMILES	USP2a inh	TCR activator	Eya2 phos inh	TRPV1 ag	TSHR antagonist	hERG WT inh	A-T KAP1 phos	ELG1 DNA repair	KCNH2 3.1 inh	Mito fusion act
Cc1cccc(C(=O)n2cnnc2N)c1	2%	-2%	6%	-4	12	4	4%	-9%	/	-1%
Cc1ccc(C(=O)CCC(=O)NC2=NCCS2)cc1	4%	0%	?	3	2	-18	5%	20%	8	4%
CCOc1ccc(C(=O)Nc2cccc(C)n2)cc1	-1%	2%	15%	?	-7	0	-4%	?	0	-3%
Cc1ccc(N(Cc2cc3cc(C)ccc3[nH]c2=O)S(=O)(=O)c2ccccc2)cc1	2%	-3%[46.1 µM]	6%	10	6	-9	-2%	?	0	-7%
COc1ccc(C(=O)N[C@H](C(=O)OCC(=O)NC(=O)c2cccn2C)C(C)C)cc1	4%	5%[46.1 µM]	2%	4	8	-10	-8%	-28%	3	2%
O=S(=O)(/C=C/c1ccccc1)N1CCN(c2ccc(F)cc2)CC1	-6%	0%	3%	2	12	-5	-1%	-10%	-12	2%
COc1ccccc1-c1c(C)nn2c(C)c(C(C)=O)cnc12	-1%	-1%	5%	2	-5	9	-3%	10%	16	7%
COc1ccc(N2C(=O)[C@@H]3[C@H](C2=O)[C@H](C(=O)c2ccc(OC(C)=O)cc2)N2N=CC=C[C@@H]32)cc1	0%	-5%[46.1 µM]	-1%	3	-2	/	-14%	?	/	0%
C=C(C)CN(CC)C(=O)CN1C(=O)NC2(CCc3ccccc32)C1=O (stereo not drawn)	-3%	1%	6%	-2	4	9	3%	7%	-13	1%
Cc1cccc(N2CC(C(=O)Nc3nnc(SCC(=O)N4CCOCC4)s3)CC2=O)c1 (stereo not drawn)	-1%	3%	8%	1	-11	6	-1%	3%	-2	1%
COc1cc(OC)c(OC)cc1/C=N/NC(=O)C[n+]1ccccc1	2%	-2%[46.1 µM]	-1%	-1	21	-8	-2%	?	-14	1%
Cc1csc(NC(=O)c2oc3ccccc3c2C)n1	3%	-6%	1%	11	-16	10	3%	?	-7	14%
Cc1coc2cc3oc(=O)c(CCC(=O)NC4CC4)c(C)c3cc12	2%	-3%	4%	21	-2	5	5%	16%	8	7%
COc1ccc(CCN2CCCn3c2nc2c3c(=O)n(CC(C)C)c(=O)n2C)cc1OC	-4%	-4%	-8%	-7	25	-1	-4%	?	-18	?
Cc1cc(NC(=O)CSc2nnc(-c3cccnc3)n2Cc2ccccc2)no1	0%	3%	11%	1	-6	7	13%	7%	5	-1%
COc1ccc(NC2c3ncccc3C(=O)N2Cc2ccccc2)c(OC)c1 (stereo not drawn)	-6%	8%[46.1 µM]	-15%	4	-10	-9	-3%	-12%	3	4%
CCC(=O)Nc1cc(C)c(NC(=O)c2ccccc2OC)cn1	1%	0%	-4%	-1	-9	-4	10%	?	6	-3%
O=C(NCc1cccnc1)C(=O)NCC(c1ccco1)N1CCN(c2ccccc2)CC1 (stereo not drawn)	4%	2%	-11%	-1	-6	-4	-4%	0%	10	-1%
C/C(=N\NC(=O)C1CC1)c1cccc(NC(=O)c2cccc(Cl)c2)c1	0%	/	-4%	5	-19	/	-4%	?	/	4%
CC(C)OCCOc1ccc2oc(-c3ccco3)cc(=O)c2c1	-2%	/	0%	14	-7	24	-6%	?	-6	3%
O=C(Nc1nnc(SCc2ccccc2)s1)c1cccc([N+](=O)[O-])c1	1%	-1%[46.1 µM]	7%	8	-44	-3	2%	-11%	-5	6%
O=C(CSC1=Nc2ccccc2C2=NC(CC(=O)NCc3ccco3)C(=O)N12)NCc1ccco1 (stereo not drawn)	0%	2%	40%	-5	5	0	-6%	-1%	-10	-1%
O=C(COC(=O)c1cnccn1)Nc1ccc(Cl)cc1	1%	9%[46.1 µM]	2%	-1	-6	-15	10%	2%	2	2%
COc1cc(/C=N/Nc2nc3ccccc3s2)cc([N+](=O)[O-])c1O	4%	-5%	?	-1	-18	-5	-5%	?	-7	5%
O=C(NCCCn1ccnc1)c1ccc2nccnc2c1	0%	1%	0%	-2	2	1	-4%	8%	2	2%
CC(C)(C)c1ccc(C(=O)N2CCC(C(=O)c3ccccc3)CC2)cc1	-5%	5%	-15%	?	2	-6	32%	-29%	-8	27%
CCCCn1c(N)c(N(CC(C)C)C(=O)c2ccc(Br)o2)c(=O)[nH]c1=O	-1%	-3%	-5%	1	6	-1	3%	-5%	-12	-5%
Cc1ccc(C)c(-c2cc(C(=O)NNC(=S)NCC(C)C)c3ccccc3n2)c1	-13%	3%[46.1 µM]	-14%	?	-12	5	0%	-20%	-8	-2%
Cc1ccc(S(=O)(=O)Nc2nc(N)n(-c3ccccc3)n2)cc1	1%	1%	-7%	-2	4	-9	-1%	1%	-24	-2%

Copied from the results shown (two entries):
SMILES	USP2a inh	TCR activator	Eya2 phos inh	TRPV1 ag	TSHR antagonist	hERG WT inh	A-T KAP1 phos	ELG1 DNA repair	KCNH2 3.1 inh	Mito fusion act
CCC(=O)Nc1cc(C)c(NC(=O)c2ccccc2OC)cn1	1%	0%	-4%	-1	-9	-4	10%	?	6	-3%
O=C(NCc1cccnc1)C(=O)NCC(c1ccco1)N1CCN(c2ccccc2)CC1 (stereo not drawn)	4%	2%	-11%	-1	-6	-4	-4%	0%	10	-1%
